JNK3 inh: JNK3 kinase activity inhibitors, primary screen, biochemical, human, purified enzyme; HTS; inhibition, % at 8 µM; hit rate 0.61% among 60,000; AID 746, 2007; in the data active = inhibition above about 17%;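 note: 0% = DMSO and 100% = reference inhibitor; many of its hits are not listed in these tables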
Jurkat viability: cytotoxicity toward Jurkat T cells, primary screen, cytotoxicity control, cell-based, Jurkat E6.1, 60K MLSMR library; Jurkat E6.1 viability, ATP luminescence, 48 h; inhibition, % at 4 µM; hit rate 1.2% among 56,000; AID 463, 2006;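 active = inhibition above the mean inhibition of all tested compounds plus 3 SD, cut at about 28% in these data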
MMP-13 inhibitor: human MMP13 inhibitors, primary screen, biochemical, FRET peptide cleavage | MMP-13 fTHP FRET cleavage, Mca fluorescence | inhibition, % at 4 µM | hit rate 0.07% among 65,000 | Collagenase 3 (Homo sapiens), P45452 | AID 570, 2006;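 active = inhibition above the mean of compound-free control plate wells plus 3 SD, cut at about 14% in these data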;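 note: 0% = DMSO wells and 100% = wells with reference MMP-13 inhibitor after basal subtraction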
HEK293 NFkB inh: inhibitors of PMA/ionomycin-induced NF-kB reporter, primary screen, antigen receptor NF-kB inhibitor project, cell-based, HEK-293 luciferase reporter, luminescence. inhibition, % at 3 µM. HEK-293 NF-kB luciferase reporter. hit rate 0.21% among 62,000;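 active = inhibition above the mean of all tested compounds plus 3 SD, cut at about 40% in these data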;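 note: 0% = stimulated DMSO wells and 100% = 10 µM reference inhibitor 5653914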
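Signal: luciferase luminescence; Material: HEK-293 cells with stable firefly luciferase reporter driven by four HIV NF-kB elements; Probe or stimulus: PMA with ionomycin; Replication: tested once; Times: 1 h compound pretreatment, then 16 h stimulation at 37 °C, 5% CO2; Benchmarks: DMSO and 10 µM reference inhibitor; Evaluation: per-plate % inhibition versus controls.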
MKP-1 inh: MKP-1 phosphatase inhibitors, primary screen, biochemical, in vitro | Dual specificity protein phosphatase 1 (Homo sapiens), P28562 | AID 374, 2006 | recombinant MKP-1, OMFP hydrolysis fluorescence | hit rate 0.15% among 65,000 | inhibition, %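 (compounds tested at a single concentration somewhere between 10 and 100 µM)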;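 active = inhibition above about 50%, limit read from the data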;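 note: 0% = DMSO max control wells and 100% = wells with enzyme stopped by NaOH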
TNAP act mid DEA: human TNAP enzyme activators, primary screen, biochemical, luminescent, intermediate phosphate acceptor level. purified TNAP, CDP-star luminescence, 100 mM DEA, 30 min; stronger effect = higher value; scale: 0 levamisole-inhibited, 1 vehicle-only enzyme. activation factor at 20 µM. 64,000 tested, under 10 active. Alkaline phosphatase, tissue-nonspecific isozyme (Homo sapiens), P05186;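 active = activation factor of at least 2 at 20 µM, relative to controls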
PKA inh: inhibitors of human PKA kinase activity, primary screen, biochemical, ATP-depletion luminescence, Kemptide substrate; inhibition, % at 6 µM; cAMP-dependent protein kinase catalytic subunit alpha (Homo sapiens), P17612; PKA Kemptide phosphorylation, Kinase-Glo ATP luminescence; hit rate 0.1% among 65,000;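 active = inhibition above the screen-wide mean inhibition plus 3 SD, cut at about 21% in these data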; note: many of its hits are not listed in these tables
Cdc25B inh: inhibitors of Cdc25B phosphatase catalytic domain, primary screen, biochemical, OMFP fluorescence; AID 368, 2006; M-phase inducer phosphatase 2 (Homo sapiens), P30305; inhibition, %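 (compounds tested at 10 µM final in the well)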; hit rate 0.1% among 65,000; recombinant Cdc25B, OMFP fluorescence Ex485/Em525; in the data active = inhibition above about 50%
ROCK2 inh: inhibitors of human ROCK2 kinase, primary screen, biochemical, high-throughput, luminescence | Rho-associated protein kinase 2 (Homo sapiens), O75116 | purified ROCK2, Kinase-Glo ATP depletion luminescence | inhibition, % at 6 µM | hit rate 0.35% among 60,000 | AID 604, 2007;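 active = inhibition above the screen-wide mean inhibition plus 3 SD, cut at about 18% in these data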;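 note: plate controls were DMSO wells for no effect and Y-27632 control wells after no-enzyme background subtraction for full effect; many of its hits are not listed in these tables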
Numbers without * were called inactive; / = not tested or not shown; [ ] = another dose, or the depositor's remark.

SMILES	JNK3 inh	Jurkat viability	MMP-13 inhibitor	HEK293 NFkB inh	MKP-1 inh	TNAP act mid DEA	PKA inh	Cdc25B inh	ROCK2 inh
CCOC(=O)c1cnc(SC2CCc3ccccc3C2=O)nc1N (configuration not stated)	6.8	-6.2	2.5	11.2	-6.4	0.8	9.9	6.8	7.3
COC(=O)c1ccc(CSc2nc3ccccc3c(=O)n2Cc2ccco2)o1	8.4	7.5	5.1	9.5	3.0	0.9	11.6	17.3	6.9
CCCn1c(=O)c(C(=O)NCc2ccc(OC)c(OC)c2)c(O)c2ccccc21	-1.8	-5.5	1.2	14.9	8.8	0.9	9.7	-10.5	3.9
CC1Cc2nc(SCC(N)=O)n(Cc3ccccc3)c(=O)c2S1 (configuration not stated)	5.7	-2.2	0.0	4.8	-5.1	0.8	7.3	-13.5	4.7
CCN(CC)S(=O)(=O)c1ccc(NCc2ccccc2)nc1	-12.5	2.4	3.8	2.0	-6.2	1	3.0	3.1	-0.2
CC(=O)OCCn1c(Br)nc2c1c(=O)[nH]c(=O)n2C	-2.1	-10.3	3.0	1.0	17.7	0.9	2.9	-1.7	3.0
Cc1ccc(-n2nnc3c(=O)n(CC(=O)N4CCC(C)CC4)cnc32)cc1	-1.2	0.8	6.5	7.8	2.1	1	9.3	-2.6	3.8
COc1cc(OC)cc(C(=O)N2CCN(Cc3ccccc3C(F)(F)F)CC2)c1	2.8	4.1	3.9	20.5	6.1	1	7.7	-17.7	5.8
CCCCCSc1nc(N2CCOCC2)c2c(c1C#N)CC(C)(C)OC2	-1.5	/	-2.2	/	-23.4	0.9	-5.0	4.8	-1.5
COc1cccc(-c2nnc3sc(-c4cccs4)nn23)c1	5.7	/	-3.1	/	-18.3	0.8	7.1	0.4	6.9
O=C1CC(c2ccc(F)cc2)CC(O)=C1C=NCCN1CCN(C(=O)Nc2ccccc2)CC1 (configuration not stated)	1.1	-2.2	-5.5	-1.9	4.4	1.1	6.0	2.8	7.1
COc1ccccc1N1CCN(Cc2ccco2)CC1	-0.5	-2.3	1.6	2.7	-25.5	0.9	7.8	-2.3	3.2
CCNC(=O)N1CCNC(=O)C1CC(=O)Nc1ccc(C(=O)OCC)cc1 (configuration not stated)	-0.2	3.6	-0.1	12.0	1.8	0.9	-2.7	-1.3	-0.2
S=c1[nH]nc(-c2ccncc2)n1CC1CCCO1 (configuration not stated)	3.8	-4.1	-4.4	5.6	2.5	0.9	7.6	-3.8	7.5
Cc1[nH]c2ccccc2c1CCC(N)=O	-3.8	-0.4	-3.5	19.9	-0.8	0.9	7.7	-8.8	5.2
CCCCOc1ccc(CSc2nncn2N)cc1	-11.3	5.8	-3.2	4.2	7.6	0.9	-7.8	4.1	-8.5
CCOC(=O)/C=C/S(=O)(=O)c1ccc(NC(C)=O)cc1	-1.1	52.5*	7.1	12.6	2.5	1.1	11.2	-1.4	4.2
COc1ccc(N2C(=O)C3CC(C)=C(C)CC3C2=O)c(OC)c1 (configuration not stated)	1.4	7.1	5.1	19.2	1.9	1	2.6	-1.3	2.1
Cc1ccc2c(c1)nc(NCCO)n2C	-3.8	-3.8	-4.7	1.3	8.1	0.9	4.2	-3.9	3.5
CN1C(=O)CS(=O)c2ccc(C(=O)NCCC3=CCCCC3)cc21 (configuration not stated)	0.7	3.1	4.9	6.4	-1.3	1	7.8	-1.1	6.3
CCn1cnc2c1c(=O)n(CC(=O)Nc1cc(C)on1)c(=O)n2Cc1ccccc1	-2.0	1.7	-6.5	19.1	-8.4	0.9	9.0	5.3	10.9
COc1cc2c(cc1OC)C(C(=O)N1CCN(c3ccccn3)CC1)C(c1cccs1)N(C)C2=O (configuration not stated)	1.6	3.9	-19.0	11.2	11.1	0.9	-2.6	-5.6	-2.4
COc1ccccc1-c1nnc(SCC(=O)NCc2c(C)c(Cl)cc(C(C)C)c2O)o1	-4.3	-3.9	5.6	19.0	13.3	0.9	10.5	-12.2	3.2
CCOC(=O)CCCCC(=O)c1[nH]c(=O)[nH]c1CSc1nc(C)cc(C)n1	-7.0	-4.9	3.2	23.6	8.1	1	6.4	-2.0	4.5
CCCn1c(CN2CCCCC2C)nc2c1c(=O)n(C)c(=O)n2C (configuration not stated)	3.5	2.7	3.5	-4.3	-14.5	1	6.0	-14.2	6.0

Retrieved by structure from above:
SMILES	JNK3 inh	Jurkat viability	MMP-13 inhibitor	HEK293 NFkB inh	MKP-1 inh	TNAP act mid DEA	PKA inh	Cdc25B inh	ROCK2 inh
COc1cc(OC)cc(C(=O)N2CCN(Cc3ccccc3C(F)(F)F)CC2)c1	2.8	4.1	3.9	20.5	6.1	1	7.7	-17.7	5.8
CCn1cnc2c1c(=O)n(CC(=O)Nc1cc(C)on1)c(=O)n2Cc1ccccc1	-2.0	1.7	-6.5	19.1	-8.4	0.9	9.0	5.3	10.9
CC(=O)OCCn1c(Br)nc2c1c(=O)[nH]c(=O)n2C	-2.1	-10.3	3.0	1.0	17.7	0.9	2.9	-1.7	3.0

Next records.
SMILES	JNK3 inh	Jurkat viability	MMP-13 inhibitor	HEK293 NFkB inh	MKP-1 inh	TNAP act mid DEA	PKA inh	Cdc25B inh	ROCK2 inh
Nc1nnc(N2CCCCC2)s1	-5.0	4.6	4.6	9.0	21.3	0.9	-2.4	-8.2	-6.7
CCOc1ccccc1NC(=O)NC1(C(=O)N2CCOCC2)CCCCC1	-4.0	4.4	4.2	11.5	-0.9	0.9	5.6	0.0	-3.0
CN(C)/C=C1\N=C(c2cccs2)OC1=O	-0.2	/	0.3	/	-18.1	0.9	1.9	21.9	6.5
COc1ccc(NC(=O)CSc2nnc(-c3cccs3)n2-c2ccccc2)cc1	6.6	-1.6	0.0	-1.3	2.2	1	8.2	0.5	2.3
O=C(Nc1cnn(Cc2ccc(Cl)cc2)c1)c1cnccn1	4.0	-8.0	1.1	2.4	17.0	0.9	15.1	-4.3	8.5
CC1CCCCN1CCNC(=O)CC1Oc2ccccc2NC1=O (configuration not stated)	-0.5	-2.9	4.2	7.8	1.7	0.9	0.8	-3.6	6.1
Cn1c(NC(=O)Cc2cccs2)cc(=O)n(C)c1=O	0.7	-2.9	0.3	18.5	11.7	0.9	-7.5	-4.3	2.8
COC(=O)NCc1cccc(CNC(=O)OC)c1	0.6	-6.8	-1.5	14.0	-2.5	0.9	9.8	-9.6	5.8
COCCCNC(=O)C(C#N)c1nc2ccccc2nc1N1CCCC1 (configuration not stated)	2.3	/	-13.7	/	-31.6	0.9	2.5	21.4	7.1
CC(C)C1Cc2c(C#N)c(N)sc(=S)c2CO1 (configuration not stated)	1.7	/	0.4	/	2.9	0.6	0.1	-23.5	3.4
COc1ccc(S(=O)(=O)Nc2cc(C)c(O)c(S(=O)(=O)c3ccccc3)c2)cc1	-8.7	-0.3	8.3	1.5	12.6	0.9	8.2	-5.6	1.3
CC(=O)c1cnc2cc(-c3ccccc3)nn2c1C	-6.8	0.5	1.9	-27.7	0.6	0.9	8.7	5.5	5.7
O=C(OCCOCCN=C1NS(=O)(=O)c2ccccc21)C1CC(=O)N(c2ccccc2)C1 (configuration not stated)	-7.7	-3.9	7.0	15.4	9.9	1	-8.6	-6.5	-4.9
CCn1cc(C(=O)NCCCN(C)C)c(=O)c2cc(F)c(N3CCN(C)CC3)cc21	-9.0	/	-76.6[fluorescence artefact?]	/	-14.2	0.9	0.1	-6.1	-1.2
CCOc1cc(C2NC(=O)NC(O)(C(F)(F)F)C2C(=O)c2ccccc2)ccc1OC (configuration not stated)	-2.9	3.0	-9.3	7.3	2.8	0.9	-2.9	-0.1	-0.4
C=CCc1ccc(OCC(O)CN2CCCCC2C)c(OC)c1 (configuration not stated)	1.2	-3.0	4.5	11.7	34.5	1	1.0	-4.2	2.3
Cn1ncc(C#N)c1NC(=O)c1nn2cccnc2c1Cl	5.3	-2.4	-5.6	8.9	3.8	0.9	7.5	-14.5	6.7
CCC(C)(C(=O)NC1CCCCC1)N(C)C(=O)c1ccccn1 (configuration not stated)	/	/	3.7	15.9	12.5	0.9	-2.3	-0.2	/
CC(C)CNS(=O)(=O)c1ccc(CCC(=O)N2CCOCC2)cc1	-7.9	0.2	0.7	6.8	-12.1	0.8	-0.5	-11.0	-1.2
CCOc1ccc(NC(=O)CCC(=O)n2nc(C)cc2C)cc1	0.5	1.1	-0.9	5.6	-2.9	0.8	3.2	-24.2	2.4
COc1ccc(OC)c(NC2=NC3(CCCCC3)N=C(N)N2)c1	2.1	8.5	-0.8	5.7	0.2	1.1	0.0	4.9	2.8
CCN1CCN(c2ncnc3c2nnn3Cc2ccccc2)CC1	-8.2	5.2	-0.3	7.6	4.8	0.9	-2.1	-3.5	0.3
Clc1ccccc1-c1nn2c(COc3ccccc3)nnc2s1	5.0	-6.7	2.7	3.8	-1.8	0.9	3.0	-1.9	9.6
O=S1(=O)c2cccc3cccc(c23)N1Cc1nnc(-c2ccccc2Br)o1	0.9	16.8	-4.9	19.1	9.6	0.9	5.2	-23.3	-1.7
O=C(NCc1ccccn1)c1ccc2ccccc2n1	5.4	6.5	-2.7	-1.6	-1.1	0.8	0.5	1.8	5.5

Reprinted from the part before: 2 compounds; new compounds follow.
SMILES	JNK3 inh	Jurkat viability	MMP-13 inhibitor	HEK293 NFkB inh	MKP-1 inh	TNAP act mid DEA	PKA inh	Cdc25B inh	ROCK2 inh
O=S1(=O)c2cccc3cccc(c23)N1Cc1nnc(-c2ccccc2Br)o1	0.9	16.8	-4.9	19.1	9.6	0.9	5.2	-23.3	-1.7
O=C(NCc1ccccn1)c1ccc2ccccc2n1	5.4	6.5	-2.7	-1.6	-1.1	0.8	0.5	1.8	5.5
COc1ccc(C(=O)NCc2nnc(SCC(=O)Nc3cc(C)cc(C)c3)o2)cc1OC	/	/	2.9	18.0	4.5	0.9	11.8	-2.5	/
COC(=O)CC[C@@H](C(=O)O)N1C(=O)c2ccccc2C1=O	-3.2	-6.1	4.2	9.6	-0.6	1	4.4	13.8	1.4
Cc1nnc(N(C(=O)c2cnccn2)c2ccccc2)s1	-2.8	2.4	3.8	5.7	-0.2	0.9	10.3	-1.2	-6.0
Cc1noc(C(=O)Nc2c(C)n(C)n(-c3ccccc3)c2=O)c1Cl	-4.5	-3.8	-5.3	17.4	0.5	1	8.2	-9.2	-0.2
COC(=O)C(CCSC)NC(=O)CNC(=O)C1CCCCC1 (configuration not stated)	/	/	0.2	11.6	7.1	0.9	-3.7	-3.6	/
C/C(N)=C(/C#N)C(=O)CSc1nnc(SCc2ccc(Cl)cc2)s1	1.1	18.1	4.0	0.1	29.8	1	0.3	-6.3	0.2
Cc1[nH]nc2c1C1(C(=O)N(Cc3ccc(Cl)cc3)c3ccccc31)C(C#N)=C(N)O2 (configuration not stated)	-4.1	2.6	0.6	1.1	5.0	1	8.6	-3.5	4.5
COC(=O)COc1ccc(S(=O)(=O)NCc2cccnc2)cc1C	1.7	0.8	1.2	11.2	8.6	0.9	2.2	-3.7	7.2
Cc1cc(C)n(-c2nc3ccccc3nc2N2CCN(C(=O)c3ccc(Cl)cc3)CC2)n1	0.8	10.3	0.4	13.3	-2.3	0.9	0.8	1.0	7.8

Screening data as filed in PubChem.
